Dynein cargo inh – dynein cargo transport inhibition; 3617.4 mouse cells, GR-EGFP nuclear translocation imaging; test concentration mostly 20 µM; stimulated with dexamethasone, 1 µM; active compounds read low; z-score, hits read low; actives 0.47% (n = 220,000);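 active means plate z-score of nuclear minus cytoplasmic receptor signal below a set negative limit, without overly bright fluorescence or cell loss, cut at about -3.5 in these data, passing the limit was not always enough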;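 further: z-score of nuclear minus cytoplasmic ring GR-EGFP intensity difference per well; some compounds called inactive have numbers as strong as hits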
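Also added: dexamethasone, 1.0 µM final. Medium: tet-free, stripped-serum medium. Detection: fixed, Hoechst-stained cells imaged at 10x for EGFP. Read-out: nuclear-to-cytoplasmic GR-EGFP distribution per well. Times: induction 48 h, compound 1 h, agonist 30 min.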
MT stabilize HCS – microtubule stabilization, imaging screen; actives 0.83% (n = 200,000); AID 2205; % tubulin-high responders, % at 10 µM; HeLa tubulin immunostaining HCS, 24 h; share of cells brighter than vehicle mean+2SD;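 active means plate Z-score above 3 for both tubulin-high and condensed-nucleus cell shares, with cell loss under 80%, at 10 µM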;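 further: anti alpha tubulin signal scored within the nucleus-defined area of each cell; some results filed as inactive read as strong as hits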
WT yeast gro inh – growth inhibition of WT yeast, mitochondrial fusion screen; mitochondrial fusion phenotypic screen, WT strain; inhibition, % at 10 µM; actives 2.1% (n = 190,000); AID 1362; in the data active means inhibition above about 58%; tested in S. cerevisiae
Insulin prom up – MIN6 insulin promoter up-regulation | MIN6 insulin promoter-GFP reporter, high-content imaging; active compounds read high | AID 1625 | actives 0.3% (n = 190,000) | z-score at 5 µM;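 active means z-score above 3 at 5 µM with at least 500 cells counted in the well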
bCat nuc transl – alters nuclear translocation of beta-catenin in HeLa cells; immunofluorescence imaging; nuclear translocation activity, % at 5 µM; actives 0.3% (n = 190,000); AID 1665;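 active means nuclear translocation activity above 50% at 5 µM, with a well cell count of 50 or more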;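 further: per-cell ratio of nuclear to cytoplasmic median beta-catenin stain intensity; plate controls were DMSO negative control for no effect and GSK-3 inhibitor IX positive control for full effect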
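Technique: fluorescence imaging of beta-catenin antibody stain plus DAPI / Material: human HeLa cell line / Incubation: compound treatment 24 h, 37°C, 5% CO2 / Read-out basis: % activation of per-cell nuclear versus cytoplasmic median beta-catenin signal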
Lipid droplet – hepatic lipid droplet formation modulation; AML12 mouse hepatocytes, oleate lipid droplets, BODIPY imaging; inhibition, % at 6.5 µM; actives 0.4% (n = 240,000); AID 1656;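 active means lipid droplet intensity inhibited by at least 50%, with more than 500 cells counted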
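Test system: AML12 hepatocytes (mouse); reagent: oleate loading, 100 µM; dosing: one dose, 6.5 µM compound; incubation: overnight exposure; signal: fluorescence imaging, 20x objective, two fields per well; read-out basis: % inhibition of corrected integrated BODIPY droplet signal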
Autophagy mod – alters autophagy in cells | MEF GFP-LC3 puncta imaging; test concentration mostly 10 µM | calls only at 10 µM (by protocol) | actives 0.98% (n = 190,000) | AID 463193;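 active means percentage of spot-positive cells more than 3 SD above its plate mean, without a fluorescence outlier flag or 80% toxicity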;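 further: spot-positive cell cutoff set from DMSO-treated cells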
XIAP antagonists – XIAP antagonists, biochemical, IAP family, fluorescence polarization (AID 1018). XIAP BIR domain, fluorescence polarization peptide displacement; higher % means a stronger effect. actives 0.007% (n = 200,000). displacement, % at 20 µM; hits with a dose series show IC50 in µM; in the data active means displacement above about 50%; further: a part of the inactive calls stands beside numbers as strong as those of hits
CSM14.1 death rescue – protection against thapsigargin-triggered cell killing – 384-well, CSM14.1, ATP luminescence, primary screen (AID 1222); 190,000 tested, under 10 active; CSM14.1 thapsigargin-induced death rescue, ATP luminescence; higher % means a stronger effect; cellular ATP content (survival), % at 20 µM; hits with a dose series show EC50 in µM;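 active means EC50 below 50 µM in the dose-response confirmation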;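 further: death triggered by thapsigargin at about 15 µM added after 2 h compound pretreatment; cell ATP read after overnight thapsigargin exposure of roughly 18 to 22 hours; normalized against plate controls of thapsigargin alone and 5% DMSO vehicle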
WT yeast gro inh mutant strain – also measured in WT yeast gro inh; calls as there; inhibition, %; mitochondrial fusion phenotypic screen, mutant strain inhibition
Dynein cargo inh cytoplasmic EGFP – recorded beside Dynein cargo inh, whose call it bears; z-score; measured here: cytoplasmic GR-EGFP intensity; active compounds read high
Dynein cargo inh nuclear GR-EGFP – second read-out of Dynein cargo inh, no call of its own (marks repeat the call); z-score; measured here: nuclear GR-EGFP intensity;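 lower value marks the stronger effect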
Dynein cargo inh cell count – also measured in Dynein cargo inh; calls as there; z-score; measured here: cell count per field
Insulin prom up cell count – further read-out of Insulin prom up, marked with its call; cell count; measured here: cytotoxicity, nuclei count;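 total cells summed across four imaged fields per well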
Lipid droplet cells 6.5 µM – second read-out of Lipid droplet, no call of its own (marks repeat the call); cell count; measured here: cell count, cytotoxicity flag;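 cells counted across two imaged fields per well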
bCat nuc transl cell count 5 µM – also measured in bCat nuc transl; calls as there; cell count; measured here: cell count, cytotoxicity flag
MT stabilize HCS Hoechst-high % – recorded beside MT stabilize HCS, whose call it bears; % Hoechst-high responders; measured here: nuclear condensation Hoechst responders;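 share of cells brighter than vehicle mean plus two SD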
MT stabilize HCS cytotoxicity % – further read-out of MT stabilize HCS, marked with its call; toxicity, %; measured here: cytotoxicity by cell density;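 0% = mean cell density of plate MIN control wells and 100% = no cells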
Autophagy mod cell loss 18 h – second read-out of Autophagy mod, no call of its own (marks repeat the call); toxicity, %; measured here: cell loss, nuclei count;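 cell loss after 18 h compound exposure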
* marks the source's active call; other numbers are inactive results; i = inactive; nt = not tested or not shown.

SMILES	Dynein cargo inh	Dynein cargo inh cytoplasmic EGFP	Dynein cargo inh nuclear GR-EGFP	Dynein cargo inh cell count	MT stabilize HCS	MT stabilize HCS Hoechst-high %	MT stabilize HCS cytotoxicity %	WT yeast gro inh	WT yeast gro inh mutant strain	Insulin prom up	Insulin prom up cell count	bCat nuc transl	bCat nuc transl cell count 5 µM	Lipid droplet	Lipid droplet cells 6.5 µM	Autophagy mod	Autophagy mod cell loss 18 h	XIAP antagonists	CSM14.1 death rescue
Cc1ccc(O)c(CCc2ccccc2)n1	0.49	-0.2	0.59	-0.95	2.0	2.3	11	12	12	-0.53	1439	3.0	1033	14	706	i	-10	-4.4%	-0.5%
Cc1c(C(=O)C(=O)NCCC2=CCCCC2)c2ccccc2n1C	2.5	-0.36	1.5	0.39	12	1.8	6.0	23	8	-0.22	1281	1.1	1007	24	615	i	0	-4.9%	3.9%
O=S(=O)(NCc1ccccc1)c1cccs1	-0.48	-0.14	-0.054	0.23	1.5	1.4	4.2	5	10	-0.08	919	nt	nt	-21	699	i	4	-2.1%	1.6%
CCSc1nc(C)nc2c1oc1ccccc12	-0.27	-0.31	0.45	0.65	2.9	1.7	5.7	7	23	nt	nt	0.0	1073	9	787	i	9	-3.2%	-1.3%
COC(=O)[C@@]1(Cc2ccc(OC)cc2)[C@H]2c3cc(C(=O)N(C)C)[nH]c3C[C@H]2CN1C(=O)c1ccccc1	-0.19	-0.25	0.21	0.61	5.7	1.2	6.6	22	1	0.05	749	0.8	428	-2	785	i	-5	-7.6%	-1.8%
CN1CCN(c2ccc(-c3ccnn3C(=O)Nc3cccc(C(F)(F)F)c3)cc2)CC1	-0.26	-0.27	-0.015	0.048	3.7	1.6	6.5	68*	35*	0.24	1360	-0.3	1414	-3	620	i	17	-16%	-3.2%
COc1ccc(/C=N/N(Cc2ccccc2)c2ccccc2)cc1O	-0.43	-0.33	-0.065	0.79	2.5	1.9	5.7	83*	21*	nt	nt	-0.8	1087	0	656	i	1	-5.4%	-1.7%
COc1ccccc1/C=C/C=N/NC(=O)CN1CCN(Cc2ccccc2)CC1	0.91	-0.27	0.41	-0.5	nt	nt	nt	nt	nt	0.14	1427	-3.0	1082	1	731	nt	nt	nt	nt
O=C(/C=C/c1ccccc1Cl)N(Cc1ccccc1)C1CCS(=O)(=O)C1 (stereo not drawn)	-0.16	-0.18	0.0071	0.22	2.5	1.8	6.1	-13	16	0.08	1233	-4.8	1111	16	639	i	19	-6.0%	-0.9%
Cn1nc(C(=O)N2CCCC2)c2ccccc2c1=O	0.43	-0.21	0.87	-0.28	2.1	2.4	7.6	-9	6	nt	nt	nt	nt	13	718	i	25	-3.0%	-1.1%
O=c1c2ccccc2nc(SCc2cccc(F)c2)n1Cc1ccco1	-1.3	-0.23	-0.57	0.46	1.3	1.1	5.7	9	-14	-0.31	1844	-0.6	1033	17	659	i	-2	1.6%	0.6%
CCOC(=O)C1=NN(c2cccc(Cl)c2)C2=NC(C)=C(C(=O)OC)C(c3cccs3)N12 (stereo not drawn)	0.3	-0.064	0.58	-1.4	2.2	1.6	7.9	40	10	nt	nt	0.9	1171	-2	663	i	-9	0.7%	4.0%
CCCCC(=O)N/N=C/c1sccc1C	-0.4	-0.18	-0.04	1.7	8.5	1.5	3.5	-5	-10	0.08	1418	-1.1	1177	22	580	i	9	-1.9%	-1.2%
COc1ccc(Cl)cc1-c1n[nH]c(=S)n1C1CCCCC1	-0.74	-0.26	-0.36	0.47	1.2	0.9	14	-1	2	0.6	941	0.5	1128	-5	809	i	-6	-5.8%	3.1%
O=C(c1cc(-c2ccccc2)on1)N1CCN(Cc2ccc3c(c2)OCO3)CC1	-0.31	-0.26	-0.36	0.58	2.3	1.9	7.3	-16	-25	-0.31	1316	-0.8	1172	3	741	i	-3	-20%	-2.0%
CCOC(=O)/C=c1\s/c(=C\c2ccc(C#N)cc2)c(=O)n1CC(=O)Nc1cccc(C)c1C	-1.5	-0.22	-0.7	1.1	1.9	1.7	3.2	7	3	1.4	1401	-3.7	981	7	717	i	9	-14%	8.5%
CC(C)(C)C(=O)NCCN1CCN(C(=O)C(C)(C)C)CC1	-1.1	-0.25	-0.51	-0.051	4.3	1.9	3.6	19	10	0.32	1281	-2.8	1271	5	737	i	-8	-8.6%	-2.0%
CCOC(=O)c1cnn(CCOC(=O)Cc2cccs2)c1NC(=O)Cc1cccs1	-0.1	-0.19	0.27	-0.35	4.9	2.5	13	6	3	0.12	1957	-3.5	1072	-14	689	i	-3	-5.2%	-3.2%
COc1cc(C(=O)N2CCN(c3ccc(C)cc3C)CC2)cc(OC)c1OC	1.4	-0.18	0.79	0.034	27*	50*	65*	7	5	nt	nt	27	856	16	768	i	26	-2.7%	nt
CC1(C)CC(=O)C/C(=N/NC(=O)c2ccc(-c3ccccc3)cc2)C1	-0.66	-0.26	0.016	0.07	8.2	2.4	8.8	-28	7	-0.37	1339	-0.2	1102	-18	601	i	-1	-4.8%	0.9%
CCC(CC)C(=O)Nc1cc(NC(=O)C(CC)CC)cc(C(=O)O)c1	-0.057	-0.27	-0.23	1.4	2.4	1.7	5.2	6	5	-0.01	1185	nt	nt	28	742	i	-5	-5.0%	-2.3%
O=C(CSC(=S)N1CCCCC1)c1ccccc1	0.63	-0.13	1	-0.42	1.5	0.8	5.4	-5	-11	-0.14	1493	-0.8	1520	35	712	i	-6	-5.7%	-1.3%
CNC(=O)COC(=O)COc1ccc2c(C)cc(=O)oc2c1	0.34	-0.32	0.42	0.07	2.3	3.6	11	-18	3	0.4	1084	4.2	1040	0	737	i	-4	-6.0%	nt
C=CCn1c(SCC(=O)Nc2cc(C)on2)nc2sc3c(c2c1=O)CCCC3	-0.011	-0.22	0.67	0.65	1.5	1.4	7.6	-3	-26	nt	nt	0.8	1198	-18	736	i	31	-1.8%	-0.7%
Cc1cc(C)c(Cc2c(C)nc3c(C(=O)NCc4ccco4)cnn3c2C)c(C)c1	-0.099	-0.36	0.29	0.15	0.9	1.3	2.3	63*	36*	-4.9	542	nt	nt	5	660	i	27	-5.4%	1.2%
CCCCCCC1CC(CCC(=O)Nc2ccc([N+](=O)[O-])cc2)C(=O)O1 (stereo not drawn)	-0.7	-0.21	-0.47	0.1	2.2	1.1	8.1	1	-10	0.91	1637	-0.5	1055	-11	646	i	30	-1.0%	0.0%
CCOC(=O)c1ccc(S(=O)(=O)Nc2cc(C(=O)O)ccc2Cl)cc1	0.94	-0.27	0.86	-1.4	1.2	2.4	8.4	-15	3	0.25	1177	-0.1	1197	1	682	i	-1	-3.8%	-0.6%
CC(C)(C)NC(=O)c1cnn2c1NC(c1ccc(F)cc1)CC2C(F)(F)F (stereo not drawn)	0.18	-0.21	0.25	0.087	1.6	1.8	16	9	-19	-0.02	1504	-7.1	950	nt	nt	i	3	-5.2%	-2.1%
COCC1CCCN(Cc2cn(Cc3ccccc3)nc2-c2cc3ccccc3o2)C1 (stereo not drawn)	0.071	-0.22	-0.014	0.19	3.3	2.3	7.2	24	17	1.3	1396	2.1	905	-16	721	i	-17	-1.7%	-1.9%
COc1ccc(N(CC(=O)Nc2cc(C(=O)O)ccc2C)S(=O)(=O)c2c(C)noc2C)cc1	-0.82	-0.21	-0.34	1.2	3.9	1.7	7.4	9	-2	-0.33	1637	-2.2	1407	nt	nt	i	-19	-5.9%	-0.4%
CCn1c(O)c(C=NCc2ccccc2)sc1=S	-0.35	-0.29	-0.58	1.3	nt	nt	nt	nt	nt	0.26	1179	-1.1	1374	-24	780	nt	nt	nt	nt
O=C(NCCCc1ccccc1)c1ccccc1	0.65	-0.3	0.24	0.31	4.8	1.5	8.9	2	-12	-0.07	1373	-1.7	1017	nt	nt	i	-3	-1.6%	-1.6%
COc1ccc(NS(=O)(=O)c2cccc(NC(=O)NCCCl)c2)cc1	-0.041	-0.29	-0.17	-0.32	1.7	1.0	2.4	1	3	0.01	1145	-1.3	1112	22	697	i	9	-4.7%	-0.9%
O=C(Cn1nnc(-c2ccncc2)n1)N(C1CCCCC1)C1CCCCC1	-0.8	-0.28	-0.37	0.32	5.4	4.0	3.9	13	4	-0.22	1271	-3.1	1230	1	787	i	4	-2.4%	-1.2%
CC(C)c1ccc2c(c1)C1Cc3ccccc3C1N2 (stereo not drawn)	0.78	-0.29	0.54	0.098	2.4	1.8	5.2	-6	14	-0.14	1144	1.3	947	-12	656	i	8	-3.6%	-3.3%

Structural class, the entries above with a tert-butyl group.
SMILES	Dynein cargo inh	Dynein cargo inh cytoplasmic EGFP	Dynein cargo inh nuclear GR-EGFP	Dynein cargo inh cell count	MT stabilize HCS	MT stabilize HCS Hoechst-high %	MT stabilize HCS cytotoxicity %	WT yeast gro inh	WT yeast gro inh mutant strain	Insulin prom up	Insulin prom up cell count	bCat nuc transl	bCat nuc transl cell count 5 µM	Lipid droplet	Lipid droplet cells 6.5 µM	Autophagy mod	Autophagy mod cell loss 18 h	XIAP antagonists	CSM14.1 death rescue
CC(C)(C)C(=O)NCCN1CCN(C(=O)C(C)(C)C)CC1	-1.1	-0.25	-0.51	-0.051	4.3	1.9	3.6	19	10	0.32	1281	-2.8	1271	5	737	i	-8	-8.6%	-2.0%
CC(C)(C)NC(=O)c1cnn2c1NC(c1ccc(F)cc1)CC2C(F)(F)F (stereo not drawn)	0.18	-0.21	0.25	0.087	1.6	1.8	16	9	-19	-0.02	1504	-7.1	950	nt	nt	i	3	-5.2%	-2.1%

Bioassay records from PubChem BioAssay.
